# Screening results: PubChem, National Center for Advancing Translational Sciences (NCATS)
# PI4K2A block: blocks human PI4K2A kinase activity | purified PI4K2A, ADP-Glo luminescence, 1 h; active compounds read low | activity change, negative = inhibition, % at 76.9 µM | 0.13% of 420,000 active; in the data active means activity change below about -50%; inconclusive means mostly about -30% to -49%;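 further: -100% = wells without enzyme as full effect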
#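 Compounds are screened against recombinant PI4K2A using PI as substrate and ATP, the latter dispensed at 300 microM. Reactions run one hour at ambient temperature before ADP-Glo detection; full inhibition defined by wells lacking enzyme.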
# ERG-DNA inh: blocks human ERG Ets domain binding to DNA; 0.028% of 370,000 active; Potency, µM (highest dose often 76.9 µM), without a hit: at the top dose FP activity, negative = inhibition, actives largely listed as inhibitors; fluorescence polarization, His-ERG Ets domain / labelled DNA; active means well fitted inhibition curve with a large enough effect in the polarisation, with a control signal flat; inconclusive means small, poorly fitted or top-dose-only effect, or effect the other way, or a change in a side signal; inactive means no such curve, though single readings can be large or run the other way; the % refers to the polarisation;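 further: polarization taken with two DNA probes labelled with fluorescein and Texas red; potency means the concentration at half of the fitted maximal effect; % of control where 0% means no effect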
# Target sequence (P11308 whole entry, looked up, the tested form may be a part): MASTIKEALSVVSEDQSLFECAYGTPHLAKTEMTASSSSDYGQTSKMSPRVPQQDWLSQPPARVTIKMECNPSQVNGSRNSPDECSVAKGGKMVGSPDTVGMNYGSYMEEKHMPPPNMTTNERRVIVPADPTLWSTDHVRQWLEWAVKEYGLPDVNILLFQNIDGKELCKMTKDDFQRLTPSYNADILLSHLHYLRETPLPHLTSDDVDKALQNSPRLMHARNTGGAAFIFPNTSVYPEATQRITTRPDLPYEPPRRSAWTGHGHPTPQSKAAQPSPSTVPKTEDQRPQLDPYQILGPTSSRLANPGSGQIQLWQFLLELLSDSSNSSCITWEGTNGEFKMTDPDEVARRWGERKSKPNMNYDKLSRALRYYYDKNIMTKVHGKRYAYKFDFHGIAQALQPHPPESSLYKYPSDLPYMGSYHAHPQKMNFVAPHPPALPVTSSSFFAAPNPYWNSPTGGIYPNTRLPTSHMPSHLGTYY
#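 His-tagged ERG Ets domain (1 uM in the protein solution; 300mM KCl, 50mM Tris-HCl, 1mM EDTA, 1mM DTT, pH 7.5) received compound, then a probe mix of 5 nM fluorescein-DNA and 100nM Texas-615-DNA. Fluorescence polarization was read for both dyes.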
# JMJD2A Tudor: JMJD2A Tudor domain (human) inhibition; O75164; AlphaScreen JMJD2A-Tudor / H3K4me3 peptide binding; Potency, µM (series often up to 114 µM), inactives show at the top dose activity change, negative = inhibition, actives largely listed as inhibitors; 4.4% of 390,000 active; further: potency means the concentration at half of the fitted maximal effect; on the % scale 0 is the no-effect control and ±100 the full control effect; nearly all actives have a fitted effect of over 50% in size
# G9a block: inhibitors of human histone lysine methyltransferase G9a. Q96KQ7. G9a H3K9 monomethylation, AlphaScreen, 2 h. Potency, µM (titrated, usually from 102 µM), inactives show at the highest dose activity, negative = inhibition, hits mostly inhibitors. 8.8% of 350,000 active. AID 504332; further: potency means the concentration at half of the fitted maximal effect; on the % scale 0 is the no-effect control and ±100 the full control effect; nearly all actives have a fitted effect of over 75% in size
# Target sequence (Q96KQ7 913-1193 limits assumed): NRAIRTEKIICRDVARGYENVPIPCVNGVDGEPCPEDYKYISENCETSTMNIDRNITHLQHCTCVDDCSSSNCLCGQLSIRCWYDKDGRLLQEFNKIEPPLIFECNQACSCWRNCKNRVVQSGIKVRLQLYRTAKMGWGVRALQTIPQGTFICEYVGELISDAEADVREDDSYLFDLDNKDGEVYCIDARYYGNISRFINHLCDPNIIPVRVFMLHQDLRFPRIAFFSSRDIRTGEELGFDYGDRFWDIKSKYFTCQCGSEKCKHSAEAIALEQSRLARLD
#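 Step 1: enzyme (final 20 nM) with compound, 15 min RT. Step 2: substrate peptide 500 nM and SAM 20 uM, 2 h RT. Step 3: anti-H3K9me1 antibody and AlphaScreen beads, 10 min, then plate read.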
# BAZ2B inh: BAZ2B (human) inhibition; Potency, µM (titrated, usually from 114 µM), for inactives: at the highest dose activity change, negative = inhibition, hits mostly inhibitors; AID 504333; 4.4% of 360,000 active; AlphaScreen BAZ2B-H3K14Ac peptide displacement; Q9UIF8; further: potency means the concentration at half of the fitted maximal effect; on the % scale 0 is the no-effect control and ±100 the full control effect; nearly all actives have a fitted effect of over 60% in size
#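 In this displacement format the biotinylated H3(5-23) peptide acetylated at Lys14 serves as ligand at 50 nM, with BAZ2B at 50 nM in PBS pH 7.4 containing 0.01% Tween-20. Donor and acceptor beads are 10 ug/mL final.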
# PGK inhibitor: blocks T. brucei phosphoglycerate kinase; P07378; PGK/GAPDH coupled, Kinase-Glo luminescence, 60 min; Potency, µM (highest dose often 57.5 µM), inactives show top-dose activity change, negative = inhibition, hits mostly inhibitors; 0.043% of 380,000 active; AID 602233; further: potency means the concentration at half of the fitted maximal effect; on the % scale 0 is the no-effect control and ±100 the full control effect; nearly all actives have a fitted effect of over 60% in size
#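 Luminescent ATP detection (Kinase-Glo Plus) follows a 60-minute room-temperature incubation, with wells lacking PGK as controls. Buffer: 100 mM TEA (pH 7.6), 5 mM MgCl2, 0.01% Tween-20. Coupling enzyme GAPDH (100 nM final) supplies unstable 1,3-BPG in-well.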
# HP1b chromo inh: HP1-beta chromodomain-methylated histone interaction inhibition; P83916; AlphaScreen HP1-beta / biotin-H3K9me3 peptide binding; 0.56% of 390,000 active; Potency, µM (highest dose often 114 µM), without a hit: at the highest dose activity change, negative = inhibition, hits mostly inhibitors; AID 540317; further: potency means the concentration at half of the fitted maximal effect; nearly all actives have a fitted effect of over 70% in size; inactives centre near 23
# Target sequence (P83916 whole entry, looked up): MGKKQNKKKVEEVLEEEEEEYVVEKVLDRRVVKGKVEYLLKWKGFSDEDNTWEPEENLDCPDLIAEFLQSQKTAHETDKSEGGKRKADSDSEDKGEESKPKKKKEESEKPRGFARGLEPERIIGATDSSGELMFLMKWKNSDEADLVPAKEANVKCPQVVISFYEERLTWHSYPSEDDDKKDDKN
#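 Compound inhibition of the preformed complex between 50 nM HP1-beta and 50 nM biotinylated H3K9me3 peptide was read by AlphaScreen. Buffer was PBS pH 7.4 with 0.01% Tween-20. Incubations ran 30 min at room temperature, with 10 ug/mL donor/acceptor beads.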
# GLS inh: blocks human kidney-isoform glutaminase activity; O94925; GLS enzymatic activity, qHTS titration; Potency, µM (doses to about 45.5 µM), inactives show at the highest dose activity change, negative = inhibition, actives largely listed as inhibitors; 0.21% of 410,000 active; further: potency means the concentration at half of the fitted maximal effect; on the % scale 0 is the no-effect control and ±100 the full control effect
#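 hKGA in 45 mM KH2PO4 pH 8.2, 0.02% Tween-20 with pin-transferred compounds; 1 mM L-glutamine (stock) plus glutamate oxidase/HRP/Amplex Red coupling added. Fluorescence read initially and after 30 min at RT.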
# Pin1 inhibitor: inhibitors of human Pin1; Q13526; Pin1 FP peptide displacement, HiFluor488, 10 min; Potency, µM (top dose mostly 115 µM), inactives show at the top dose activity, negative = inhibition, most hits filed as inhibitors; 0.009% of 390,000 active; active means well fitted inhibition curve with a large enough effect in the polarisation, with a control signal flat, not every such curve was filed as active; inconclusive means small, poorly fitted or top-dose-only effect, or effect the other way, or a change in a side signal; inactive means no such curve, though single readings can be large or run the other way; the % refers to the polarisation; further: potency means the concentration at half of the fitted maximal effect; on the % scale 0 is the no-effect control and ±100 the full control effect
# Numbers without * were called inactive; i = inactive; ? = inconclusive; . = not tested or not shown; & = joins results of further samples; [ ] = dose if it differs, or a comment. Unless noted, the call rests on the fitted dose curve; in most records, active means well fitted curve in the direction sought with a large enough effect; inconclusive means small, poorly fitted or top-dose-only effect, or another doubt; inactive means no such curve, though single readings can be large; an effect the other way counts as inactive or inconclusive.
SMILES,PI4K2A block,ERG-DNA inh,JMJD2A Tudor,G9a block,BAZ2B inh,PGK inhibitor,HP1b chromo inh,GLS inh,Pin1 inhibitor
COc1cc2sc3ccc(C#Cc4ccccn4)cc3c(=O)c2cc1OC,-2.5,2.0%,?,.,.,-3.5%,30.9%,-0.1%,?
Cc1cccc(NC(=O)CSc2nc3ccc(N4C(=O)c5ccccc5C4=O)cc3s2)c1C,-0.6,1.5%,-18.3%,?,7.0%,-3.2%,27.3%,-5.8%,2.5%
Cc1c(C(=O)N/N=C/c2ccncc2)no[n+]1[O-],-1.2,1.1%,0.0%,1.5%,-22.6%,-8.3%,44.0%[activator],-0.7%,-6.5%
CSC1=NC(=O)/C(=C/c2ccc(SC)cc2)S1,3.8,-2.9%,-20.7%,-27.5%,-15.0%,-0.7%,18.7%,-9.4%,56.6%[activator]
C=CCn1c(SCC(=O)NC2CCCC2)nc2scc(-c3ccco3)c2c1=O,?,7.8%,-35.7%,?,?,4.6%,12.3%,-0.2%,83.6%[activator]
CCOC(=O)c1c(/N=C/N(C)C)sc(C(=O)OC)c1C,-2.0,.,-15.1%,12.9%[59 µM],19.0%,-1.6%,8.0%,1.8%,-5.5%
Nc1ncc(Br)cc1S(=O)(=O)N1CCCCCC1,2.0,-2.3%,-14.5%,.,-4.7%,i,20.1%,-8.3%,0.1%
Cc1ccc(S(=O)(=O)N2CCCCCC2)cc1C(=O)NCc1ccccn1,-1.1,12.1%,-3.5%,5.3%[59 µM],1.2%,i,56.2%[activator],-7.9%,-1.0%
O=C(C1=C(Nc2ccccc2)c2ccccc2S(=O)(=O)N1)c1ccccc1,4.0,-1.1%,?,25.1µM*,-6.3%,-5.1%,?,18.4%,?
NC(=O)NCCCC(=O)NCC(c1ccccc1Cl)c1c[nH]c2ccccc12 (stereo unspecified),0.0,6.1%,-27.8%,-1.5%,-26.6%,i,10.6%,1.1%,-2.3%
C=CCNC(=O)c1ccccc1Cl,5.8,-3.3%,-6.3%,-43.5%[12.7 µM],11.9%,4.1%,14.9%,-4.9%,5.4%
CC(C)NC(=O)c1cc(C(=O)c2cc(Cl)ccc2O)coc1=N,8.3,5.9%,-7.6%,-3.0%[59 µM],?,-6.2%,3.4%,17.8%,17.9%
COc1cccc(C2c3c(oc4cc(C)c(C)cc4c3=O)C(=O)N2CCCN(C)C)c1 (stereo unspecified),-3.5,7.5%,-20.4%,-6.1%,-1.9%,-0.8%,38.9%,2.5%,-9.3%
CC1=C(C(=O)Nc2ccc(C)cc2C)C(c2ccc(O)cc2)n2nc(SCC(=O)c3ccc(C)cc3)nc2N1 (stereo unspecified),-0.9,-2.5%,-8.3%,-4.2%[59 µM],-2.0%,-4.8%,42.1%[activator],4.2%,6.7%
O=C(O)C1CC=CCC1C(=O)N1CCN(c2nc(-c3ccccc3Cl)c3cc(Br)ccc3n2)CC1 (stereo unspecified),0.8,-17.9%,-23.3%,19.4%[59 µM],-0.2%,-7.7%,37.9%,6.4%,-18.1%
CCCCCC(=O)N/N=C/c1ccc(N(C)C)cc1,-2.2,-2.4%,-27.3%,?,?,-7.1%,?,17.0%,1.7%
CC(C)(C)c1cc(Cl)c(O)c(NC(=S)NC(=O)c2cccnc2)c1,-1.4,13.8%,-27.1%,-24.7%,2.4%,i,22.1%,-7.7%,10.0%
COc1ccc(OCC(=O)Nc2ccccc2-c2ccccc2)cc1,-0.8,3.9%,19.6%,-0.2%,-15.5%,8.1%,68.3%[activator],9.9%,-2.5%
O=C(Nc1nnc(SCC(=O)N2CCOCC2)s1)C1CC(=O)N(c2ccc(F)cc2)C1 (stereo unspecified),-1.4,17.1%,-5.2%,19.3%[12.7 µM],-12.7%,-1.8%,41.7%[activator],-1.9%,8.0%
COCCOC(=O)C1=C(C)Nc2cc(=O)[nH]c(=O)n2C1c1cccc([N+](=O)[O-])c1 (stereo unspecified),-4.5,-16.9%,-23.1%,11.7%[59 µM],-31.3%,-2.8%,10.4%,5.1%,-9.5%
CN(C)CCCN1c2ccccc2CCc2ccc(Cl)cc21,0.5&-3.5&0.0,-6.1%,-29.0%,7.7%[21.5 µM],?,-3.6%,25.6%,-2.7%&-3.2%,-7.3%
NC(=O)c1ccccc1NC(=O)CC12CC3CC(CC(Br)(C3)C1)C2,0.3,0.5%,-4.9%,-45.5%,-0.1%,-0.2%,-9.2%,-20.7%,1.9%
CCOC(=O)c1ccc(N2CCOCC2)c(NC(=O)COCC(=O)O)c1,-1.9,3.3%,-10.8%,-4.4%,-10.4%,-1.0%,-9.7%,3.4%,-5.0%
CCN(CC)S(=O)(=O)c1cccc(NC(=O)c2ccc(C#N)cc2)c1,4.4,3.9%,-12.3%,20µM*,-17.3%,0.6%,35.2%,11.3%,0.4%
CCc1ccccc1N(CC(=O)NCCc1ccccc1)C(=O)CCC(=O)Nc1ccccn1,-10.7,17.7%,-15.8%,-8.4%[59 µM],9.0%,-5.6%,-13.9%,-2.6%,2.3%
# Additional records follow.
SMILES,PI4K2A block,ERG-DNA inh,JMJD2A Tudor,G9a block,BAZ2B inh,PGK inhibitor,HP1b chromo inh,GLS inh,Pin1 inhibitor
CCc1ccccc1NC(=O)CSc1nnc(CCNC(=O)OC(C)(C)C)o1,2.9,9.0%,-11.2%,21.3%,-2.3%,i,26.6%,5.4%,-9.8%
Cc1ccc(S(=O)(=O)c2nc(-c3cccc(Br)c3)oc2N2CCCCCC2)cc1,1.0,1.0%,-27.8%,?,?,5.2%,-16.8%,-0.6%,1.6%
Cn1c(C(=O)N2CCN(c3ncccn3)CC2)cc2c(=O)n(C)c3ccccc3c21,2.0,2.0%,-2.1%,44.7µM*,-2.8%,8.5%,41.3%[activator],-1.0%,-3.3%
Cc1c(C(=O)Nc2ccc(Br)cc2F)sc2ncnc(N(C)C3CCCCC3)c12,4.9,12.0%,-14.0%,3.6%[59 µM],-0.3%,.,19.9%,4.5%,?
COc1cc(OC)cc(C(=O)NCCN2CCOCC2)c1,-6.1,1.5%,10µM*,8.91µM*,50.1µM*,-1.8%,?,-0.1%,3.0%
CCc1ccc(NC(=O)C(C)OC(=O)c2cc(=O)[nH]c3ccc(S(=O)(=O)Nc4ccc(F)cc4)cc23)cc1 (stereo unspecified),-3.0,6.3%,-3.4%,29.7%[12.7 µM],2.4%,-4.0%,27.4%,-0.7%,-8.1%
CCOC(=O)c1sc2ncn(CC(=O)Nc3cc(C)cc(C)c3)c(=O)c2c1C,-1.6,-3.2%,1.7%,3.0%[59 µM],4.8%,-5.0%,34.1%,-1.4%,12.1%
NC(=NC(=O)c1cccc(C(F)(F)F)c1)c1ccc(C(F)(F)F)cn1,-9.5,7.9%,-3.2%,69.8%[activator][59 µM],5.4%,-5.6%,32.4%,-5.7%,-0.4%
Cc1c(Cl)cccc1-c1ccc(CNCc2ccccn2)o1,-5.8,18.3%,?,79.4µM*,25.1µM*,i,5.2%,1.8%,0.0%
CN(C)CCNC(=O)c1ccc(CS(=O)(=O)c2c(Cl)cccc2Cl)o1,1.6,-7.9%,-3.5%,?,2.9%,-4.3%,41.5%[activator],-0.4%,-1.8%
CSc1ccc(CCNC(=O)Cn2ncc3c([nH]c4ccccc43)c2=O)cc1,-2.2&-6.1,-12.4%&5.4%,-3.8%&-7.6%,8.5%&4.7%[59 µM],-15.2%&-8.1%,-0.6%&8.8%,26.7%&8.3%,-14.4%&1.3%,-0.8%&15.7%
COCCCNC(=O)c1ccc(Cn2c(=O)c3ccccc3n(CC(=O)NCc3ccco3)c2=O)cc1,-2.9,1.2%,-23.0%,-21.9%,-29.3%,-12.8%,4.2%[57 µM],-7.2%,20.3%
CCN(CC(=O)Nc1ccc(OC)cc1)C(=O)c1oc2c(Cl)cccc2c1C,-0.7,-5.0%,-17.4%,-3.7%,9.6%,0.8%,-1.4%,-5.3%,2.9%
CCOC(=O)Cn1cnc2c(cnn2-c2ccccc2)c1=O,0.6,-10.3%,-0.7%,7.9%[0.501 µM],-13.5%,3.3%,25.4%,6.3%,-3.1%
CCCSC(=S)c1c(C)[nH]n(-c2ccccc2)c1=O,-3.0,9.9%,?,.,?,-8.2%,?,32.6%[activator],-7.5%
COc1cc(C(=O)NCCC(=O)NC(C)C)cc(OC)c1OC,2.4,-2.6%,-17.9%,5.1%,-1.0%,i,3.4%,6.2%,5.8%
Cc1ccc(C(=O)N2CCCC(C(=O)c3ccc(Oc4ccccc4)cc3)C2)cn1 (stereo unspecified),4.9,0.4%,-10.0%,-7.0%,-15.2%,i,44.2%[activator],-1.8%,4.8%
Cc1c(C)n(Cc2ccccc2)c2ccc(C(=O)NCc3ccc(OC(C)C)cc3)cc12,0.8,11.6%,-32.1%,-31.2%[59 µM],?,7.7%,30.0%,-14.3%,33.3%[activator]
CC(Oc1ccc(F)cc1)C(=O)Nc1ccc(S(=O)(=O)NC2=NCCCCC2)cc1 (stereo unspecified),-10.0,?,-6.7%,26.2%[12.7 µM],-1.9%,-5.9%,28.7%,-1.1%,-0.7%
CCCC(=O)Nc1cc(-c2nc3ncccc3o2)ccc1Cl,3.8,2.2%,-8.9%,-3.6%,2.9%,-6.7%,10.0%,-0.5%,-0.7%
Cc1cc(NC(=O)c2ccc(Br)cc2)nc(C)n1,5.7,1.0%,-3.5%,3.0%,-16.6%,1.1%,27.1%,-6.0%,-5.4%
